Bioassay records from PubChem.
miR-122 sensor – miR-122 inhibition in Huh7 cells. AID 602342. 340,000 tested, 0.3% active. activation (reporter increase), % at 12.5 µM. Huh7 miR-122 Renilla luciferase sensor, 48 h; neutral wells = 0, positive control = 100;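 active means mean replicate activation score at least 90 and every replicate individually at or above 90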;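 further: higher luciferase means less miR-122 activity so hits act as miR-122 inhibitors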
Numbers without * were called inactive; & = joins results of further samples. An excerpt (hit frequency here may not be typical).

SMILES	miR-122 sensor
COC(=O)c1ccc(C(C(=O)NC2CCCCC2)N(CCc2ccccc2)C(=O)Cc2cccs2)cc1 (configuration not stated)	1
O=C(Cn1cnc2ccccc2c1=O)OCCCCN1C(=O)c2ccccc2C1=O	-4
CCn1c(=O)cc(SCC(=O)N2CCN(C3CCCCC3)CC2)c2ccccc21	-5
COc1cc(C(=O)Oc2ccccc2/C=N/NC(=O)c2ccc(Cl)cc2Cl)cc(OC)c1OC	-23
COC(=O)C1CCN(C(=O)/C=C/c2ccc(OC)cc2)CC1	-2
Cn1c(SCC(=O)N2CCOCC2)nc2sc3c(c2c1=O)CCCC3	-5
CCOC(=O)N1CCN(S(=O)(=O)c2ccc3[nH]c(=O)sc3c2)CC1	-7
Cc1nnc(SCCn2c(N3CCCCCC3)nc3c2c(=O)[nH]c(=O)n3C)s1	3
CN1CCc2c(sc3c2C(=O)NC(c2ccccn2)N3)C1 (configuration not stated)	1
CCOC(=O)C1=C(CC)Nc2ccccc2N=C1NC(=O)c1cccc(S(=O)(=O)N2CCCC2)c1	3
CC1=Nc2nc(N3CCCCCC3)c(C#N)c3c4c(nc(c23)N1)N(c1ccc2ccccc2c1)C(=O)C4	-1
COc1ccc(NC(=O)CN2C(=O)c3cccc4cccc2c34)c(OC)c1	-4
Nc1nnc(SCc2cccnc2)s1	-3
CCOC(=O)N1CCN(C(=O)Cc2ccc(Cl)cc2)CC1	0
COc1ccc(CCNC(=O)C2CCN(S(=O)(=O)N3CCCCC3)CC2)cc1OC	-1
CCc1nc(C)cn1S(=O)(=O)c1cc(Br)ccc1OC	34
Cc1cccc(C)c1OCC(=O)NCc1nnc(SCC(=O)NC2CCCCC2C)n1C (configuration not stated)	-1
O=C(Nc1ccccc1N1CCN(c2ccc(F)cc2)CC1)c1ccccc1	3
COc1cccc2c1cc1c(=O)n(CC(=O)NCc3ccccn3)nc(C)n12	2
CC1(C)Cc2nc3n[nH]c(N)c3cc2CO1	-12
CCOc1ccccc1C(=O)N(C)Cc1cc2ccccc2[nH]c1=O	-3
O=C(N1CCCCC1)C1(c2ccccc2)CCOCC1	-3
O=C(Cn1nc(-c2ccc(Cl)cc2)ccc1=O)N1CCN(c2ccccc2)CC1	-8
O=S(=O)(N[C@@H]1C[C@H]2CC[C@@H]1C2)c1cccs1	7

Rewritten with the structure last: part of the list above.
miR-122 sensor | Structure
-3 | Nc1nnc(SCc2cccnc2)s1
0 | CCOC(=O)N1CCN(C(=O)Cc2ccc(Cl)cc2)CC1
-1 | COc1ccc(CCNC(=O)C2CCN(S(=O)(=O)N3CCCCC3)CC2)cc1OC

Shown with bars between the fields: 5 of the compounds above.
canonical_smiles | miR-122 sensor
O=C(Nc1ccccc1N1CCN(c2ccc(F)cc2)CC1)c1ccccc1 | 3
CCc1nc(C)cn1S(=O)(=O)c1cc(Br)ccc1OC | 34
Nc1nnc(SCc2cccnc2)s1 | -3
CCOC(=O)C1=C(CC)Nc2ccccc2N=C1NC(=O)c1cccc(S(=O)(=O)N2CCCC2)c1 | 3
COc1cc(C(=O)Oc2ccccc2/C=N/NC(=O)c2ccc(Cl)cc2Cl)cc(OC)c1OC | -23

Next section:
SMILES	miR-122 sensor
O=[N+]([O-])c1ccc(N2CCN(S(=O)(=O)c3ccccc3)CC2)cc1NCCN1CCOCC1	-9
CC(=O)NC1(C(F)(F)F)C(=O)Nc2c1c(=O)n(C)c(=O)n2C (configuration not stated)	-1
O=C(CCN(NC(=O)c1ccccc1)C1=NS(=O)(=O)c2ccccc21)NC1CCCCC1	-4
COC(=O)c1ccc(COc2ncnc3c(Cl)cc(Cl)cc23)o1	-3
Cc1cccc(C)c1-n1c(C)cc(/C=C2\C(=O)NN(c3ccccc3)C2=O)c1C	-1
O=c1[nH]c(CN(CCO)CCO)nc2c1C1(CCCCC1)Cc1ccccc1-2	-4
Cc1cc(C)nc(SC(C)C(=O)O)n1 (configuration not stated)	-4
Cc1ccc(S(=O)(=O)N2CCC(C(=O)OC(C)C(=O)NCc3ccc4c(c3)OCO4)CC2)cc1 (configuration not stated)	-6
Cc1cc2cc(CN(C(=O)C3CC3)C3CCCC3)c3nnnn3c2cc1C	0
Cc1ccccc1NS(=O)(=O)c1ccc2[nH]cc(C(=O)N(C)Cc3ccco3)c(=O)c2c1	-2
C/C(=C\C(=O)c1ccc(C)cc1)Nc1cccc(O)c1	4
O=C(NCc1ccccc1)c1cccnc1N1CCOCC1	-3
CC1CCN(c2ccc(/C=N/n3nnnc3N)cc2[N+](=O)[O-])CC1	-2
CCc1ccc2nc(N(CCN(C)C)C(=O)/C=C/c3cccs3)sc2c1	-8
COc1ccc(-c2nnc(SCC(=O)N3CCCCC3)o2)c(OC)c1	-3
CCOC(=O)c1ccc(NC(=O)CSc2nnnn2CCCO)cc1	-13
Cc1nc(SCC(=O)N(C)Cc2ccco2)c2c(C)c(C)sc2n1	-2
CCC(=O)Nc1cc(C)c(NC(=O)c2ccccc2OC)cn1	10
COc1ccc(NC2c3ncccc3C(=O)N2Cc2ccccc2)c(OC)c1 (configuration not stated)	-2
O=C(COC(=O)c1cnccn1)Nc1ccc(Cl)cc1	8
COc1ccccc1-c1c(C)nn2c(C)c(C(C)=O)cnc12	3
O=S(=O)(/C=C/c1ccccc1)N1CCN(c2ccc(F)cc2)CC1	12
CCOc1ccc(C(=O)Nc2cccc(C)n2)cc1	0
CC1CC(c2ccccc2)n2nc(NC(=O)c3ccco3)nc2N1 (configuration not stated)	-1

Random excerpt: 2 entries already listed.
SMILES	miR-122 sensor
O=c1[nH]c(CN(CCO)CCO)nc2c1C1(CCCCC1)Cc1ccccc1-2	-4
CC1(C)Cc2nc3n[nH]c(N)c3cc2CO1	-12

Continued.
SMILES	miR-122 sensor
C=CCOC(=O)CCP(=O)(CCC(=O)OCC=C)c1ccccc1	-7
N#Cc1c(Nc2ccccc2)c(C=NCCN2CCOCC2)c[nH]c1=O	-1
CN1CCN(CCCNC(=O)c2cn(C3CCCCC3)c(=O)c3c2c2ccccc2n3C)CC1	3
Cc1ccc2c(CC(=O)Nc3c(C)n(C)n(-c4ccccc4)c3=O)coc2c1	-12
COC(=O)c1c(C#N)c(N)nc2c1CCC2	0
COc1ccc(C(CC(=O)N2CCOCC2)C(C)C)cc1 (configuration not stated)	4
CC(C)(C)NC(=O)NC(=O)COC(=O)c1cc(=O)[nH]c2ccccc12	-5
O=C(Nc1cc(S(=O)(=O)N2CCOCC2)ccc1O)c1ccco1	-3
O=C(NC1(C(F)(F)F)Oc2ccccc2O1)N1CCCC1	-13
CCCSc1nc(O)c(C2OC(=O)c3c2ccc(OC)c3OC)c(=O)n1C (configuration not stated)	-11
CNC(=O)c1ccc(-c2ccc(OC)cc2)s1	0
O=c1[nH]c(C2CCCN(S(=O)(=O)c3ccccc3)C2)nc2c1nnn2Cc1ccccc1F (configuration not stated)	1
COC(CN(C(=O)CCl)C(C(=O)NC1CCCC(C)C1C)c1ccc(C)cc1)OC (configuration not stated)	2
COC(=O)NC(Nc1sc2c(c1C(N)=O)CCCC2)(C(=O)OC)C(F)(F)F (configuration not stated)	0
Cc1nc(-c2ccc(C(=O)N3CCOCC3)cc2)cs1	-1
OCC1OC(n2nc3ccccc3n2)C(O)C(O)C1O (configuration not stated)	7
COc1ccc(N2CN=C3SCC(=O)N3C2)cc1	-4
Cc1c(Cl)cccc1NC(=O)c1cc(-c2ccccc2O)n[nH]1	-5
Cc1cc(C)n2nc(SCc3cc(=O)oc4ccc5ccccc5c34)nc2n1	-2
CCOC(=O)c1ccc2nc(NC(=O)c3cccs3)sc2c1	-3
N/C(=N\OC(=O)c1cc(Cl)ccc1Cl)c1cccnc1	-6
COc1ccc2c(c1)c1nnc(SC)nc1n2C	-3
Cc1c(C(=O)O)oc2c3c(ccc12)OCCO3	-4
O=[N+]([O-])c1ccc2c(c1Nc1ccccc1)=NC1(CCCCC1)N=2	-6
O=C1OCCN1C(=O)[C@H]1[C@H](c2ccc(F)cc2)C(c2ccccc2)=NN1c1ccc(Br)cc1	4
O=c1[nH]c2cc3c(cc2cc1CN(Cc1nnnn1CC1CCCO1)C1CCCC1)OCO3 (configuration not stated)	-1
CC(/C=C/c1ccco1)=N/NC(=O)Cc1cccs1	-4
O=C(O)CCc1ccc(-c2ccc(F)cc2)n1CC(=O)O	-2
O=C(NCc1ccccc1Cl)c1ccc2c(=O)n(CCCN3CCCC3=O)c(=S)[nH]c2c1	4
COc1ccc(C(=O)c2ccc(N3CCN(C(=O)c4ccc(F)cc4)CC3)c(F)c2)cc1Br	-7
O=C(Nc1nc(N2C(=O)c3ccccc3C2=O)n(-c2ccccc2)n1)c1ccc(F)cc1	-6
Cc1cccc(C(=O)NNC(=O)c2cc3cc4ccccc4nc3s2)c1	-6
O=C(c1ccccc1)N1CCN(CC#CC2(O)CCCCC2)CC1	2
CCOC(=O)N1CCN(C(=O)CSCC(=O)N=c2sc3ccccc3n2C)CC1	-6
Clc1nnc2ccc(-c3ccccc3)nn12	6
COc1ccccc1OCC(=O)Nc1nnc(-c2ccco2)s1	2
O=C(Nc1nccs1)Oc1ccccc1	2
CCn1c(=O)cc(SCC(=O)NCCCN2CCN(c3ccc(F)cc3)CC2)c2ccccc21	0
COc1ccc(OCCCCOc2ccccc2Cl)cc1	2
O=C(Nc1nnc(-c2ccccc2F)s1)C1CCCO1 (configuration not stated)	2
CCn1c(SCC(=O)N2CCc3ccccc32)nnc1-c1ccco1	-4
COc1ccc(S(=O)(=O)N(CC(=O)Nc2ccc(S(=O)(=O)N3CCOCC3)cc2)Cc2ccc(F)cc2)cc1	29
C=CCC(NCCCO)c1cccc(OC)c1OC (configuration not stated)	-2
COc1ccc(C(CC(=O)O)NS(=O)(=O)c2ccc(C)cc2)cc1OC (configuration not stated)	-3
COc1ccc2c(c1)c(C(=O)CNc1nc(C)cs1)c(C)n2C	13
CC1=NN(c2ccccc2)C(=O)C1C(=O)c1ccc(Cl)cc1 (configuration not stated)	-5
O=P(COCCO)(c1ccccc1)c1ccccc1	-3
COCc1cc(CN2CCCC2)c(O)c2ncccc12	2
CC1(C)C=Cc2c(c3ccccc3[nH]c2=O)O1	4
COc1ccc(C(=O)N(Cc2ccc(N(C)C)cc2)C2CCS(=O)(=O)C2)cc1 (configuration not stated)	-17
COc1ccc(N2CCN(C(=O)c3ccc4c(c3)OCO4)CC2)cc1	-1
CCn1cc(C(=O)N2CCCc3ccccc32)c2cc(OC)c(OC)cc2c1=O	6
CCN=C(NCC)SC1CC(=O)N(c2cccc(OC)c2)C1=O (configuration not stated)	2
Brc1ccc(CSc2nnc(-c3ccccn3)n2Cc2ccco2)cc1	36
O=C(NCc1ccco1)c1cc2c(s1)CCCCC2	-1
CCOCN(C(=O)Cn1c(C(C)O)nc2ccccc21)c1c(C)cccc1CC (configuration not stated)	5
COc1c(C(=O)Nc2ccc(Cc3ccncc3)cc2)ccc2ccccc12	3
CC1=C(C#N)C(c2cccnc2)C2=C(CCCC2=O)N1 (configuration not stated)	0
Cc1ccc(S(=O)(=O)c2ccc(Oc3ccccc3)cc2)cc1	4
N#Cc1ccc(-c2ccccc2)nc1SCC(=O)c1cc2ccccc2oc1=O	9

In a second layout: results already given.
miR-122 sensor	compound
29	COc1ccc(S(=O)(=O)N(CC(=O)Nc2ccc(S(=O)(=O)N3CCOCC3)cc2)Cc2ccc(F)cc2)cc1
3	COc1ccccc1-c1c(C)nn2c(C)c(C(C)=O)cnc12
3	CN1CCN(CCCNC(=O)c2cn(C3CCCCC3)c(=O)c3c2c2ccccc2n3C)CC1
36	Brc1ccc(CSc2nnc(-c3ccccn3)n2Cc2ccco2)cc1
-4	Cc1c(C(=O)O)oc2c3c(ccc12)OCCO3

Remaining list, next part.
SMILES	miR-122 sensor
COc1cc(/C=N\NC(=O)CNC(=O)c2cccc([N+](=O)[O-])c2)ccc1O	-3
CC(=O)c1ccc(Oc2ccc(C(C)=O)cc2)cc1	-1
CCN(CC)S(=O)(=O)c1cccc(S(=O)(=O)c2cccc(S(=O)(=O)N(CC)CC)c2)c1	84
COCCOC(=O)C1=C(C)NC(=O)CC1c1cc2c(cc1Br)OCO2 (configuration not stated)	6
C=CCn1c(O)c(CN2CCOCC2)c(C)c(C#N)c1=O	2
COc1cccc(C(=O)Nc2c(F)c(F)c(F)c(F)c2F)c1	-14
O=C(/C=C/c1ccc(Br)cc1)NC(=S)NNC(=O)c1ccco1	-1
CC(C)Sc1nnc([C@@H]2CCCN2C(=O)OC(C)(C)C)o1	-3
COc1ccc(/C(O)=C2\C(=O)C(=O)N(c3cc(C)on3)C2c2cccc(OC)c2OC)cc1C (configuration not stated)	-4
CNc1ccc(Br)cc(C(=O)/C=C/c2ccc3c(c2)OCO3)c1=O	6
Cc1ccc(Cl)cc1NC(=O)COC(=O)C12CC3CC(CC(C3)C1)C2	-9&-5
CC(=N)C1=C(O)CC(C)(C)CC1=O	-3
COc1ccc2c(c1OC)C(=O)OC2CC(=O)c1ccc(O)cc1 (configuration not stated)	1
CC(=O)n1nc(-c2ccccc2)nc1NCc1ccc(F)cc1	-1
CCOC(=O)CN1C(=O)N[C@@H](c2cccc(C(F)(F)F)c2)C(C(C)=O)=C1C	-5
COc1ccc(NC2=NC(=S)N(c3ccccc3C)C23CCCCC3)cc1	-2
COc1cccc(-c2nn(-c3ccccc3)cc2C(=O)NCC(=O)O)c1	4
COc1ccc(C(C(=O)NC2CCCC2)N(C(=O)c2ccco2)c2ccc3c(c2)OCO3)cc1OC (configuration not stated)	6
Nc1nc2nc(-c3ccccc3)cc(=O)n2[nH]1	4
CCN(CC)C(=O)CSc1nnc(-c2ccccc2)n1-c1ccccc1	-2
CCc1ccc(Nc2nnc(SCn3nnc4ccccc4c3=O)s2)cc1	-5
CCc1ccc(S(=O)(=O)NCc2cn3cccc(C)c3n2)s1	1
CCCCCC(=O)N1CCCC(c2nc(-c3ccc(OC)cc3)no2)C1 (configuration not stated)	-3
O=C(Nc1ccc(-n2nncc2-c2ccco2)cc1)c1ccc(F)cc1	-1
CCCCCCOC(=O)CCn1[nH]c(=O)c2ccccc2c1=O	-1
COc1ccc2[nH]c(=O)c(CN(C(=O)c3cccnc3)c3ccc(C)cc3)cc2c1	4
Cc1ccc(NC(=O)CCC(=O)c2ccc(F)cc2)cc1Cl	1
O=C1OC(Nc2ccc3c(c2)OCO3)c2ccccc21 (configuration not stated)	-11
O=C(O)CSc1nnc(-c2ccncc2)n1Cc1ccccc1	0
